LEDGF integ inh: blocks HIV-1 LEDGF/p75-dependent DNA integration | TR-FRET IN-LEDGF/p75 DNA integration, Eu/Cy5 | inhibition, % at 3.7 µM | hit rate 0.64% among 370,000 | AID 743269;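 active = inhibition above the screen-wide mean plus 3 SD, cut at about 13% in these data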;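 note: signal is the Cy5 over europium emission ratio at 671 and 618 nm; 0% = plate median of compound wells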
Rev-erbA mod: Rev-erb alpha (human) modulation. P20393. Rev-erbα–FITC-DNA binding, fluorescence polarization, 90 min. activity, % at 10 µM. hit rate 0.79% among 370,000. AID 1259318;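 active = activity above about 14%, limit read from the data; passing the limit was not always enough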;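 note: 0% = DMSO wells with 35 nM protein and 100% = DMSO wells with 750 nM protein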
PG9 Ab binder: PG9 antibody binding by small molecule; inhibition, % at 6.7 µM; hit rate 0.43% among 360,000; TR-FRET gp120-PG9 antibody binding; AID 624416; in the data active = inhibition above about 8.5%
UHRF1 binding: UHRF1 methyl-DNA binding inhibition; UHRF1 binding to methylated oligo, TR-FRET; inhibition, % at 4.4 µM; hit rate 0.75% among 370,000; AID 687016; in the data active = inhibition above about 21%;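 note: UHRF1 SRA domain binding a hemimethylated CpG hairpin DNA probe; 0% = median of test compound wells and 100% = reference inhibitor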
Target sequence (Q96T88 whole entry, looked up, the tested form may be a part): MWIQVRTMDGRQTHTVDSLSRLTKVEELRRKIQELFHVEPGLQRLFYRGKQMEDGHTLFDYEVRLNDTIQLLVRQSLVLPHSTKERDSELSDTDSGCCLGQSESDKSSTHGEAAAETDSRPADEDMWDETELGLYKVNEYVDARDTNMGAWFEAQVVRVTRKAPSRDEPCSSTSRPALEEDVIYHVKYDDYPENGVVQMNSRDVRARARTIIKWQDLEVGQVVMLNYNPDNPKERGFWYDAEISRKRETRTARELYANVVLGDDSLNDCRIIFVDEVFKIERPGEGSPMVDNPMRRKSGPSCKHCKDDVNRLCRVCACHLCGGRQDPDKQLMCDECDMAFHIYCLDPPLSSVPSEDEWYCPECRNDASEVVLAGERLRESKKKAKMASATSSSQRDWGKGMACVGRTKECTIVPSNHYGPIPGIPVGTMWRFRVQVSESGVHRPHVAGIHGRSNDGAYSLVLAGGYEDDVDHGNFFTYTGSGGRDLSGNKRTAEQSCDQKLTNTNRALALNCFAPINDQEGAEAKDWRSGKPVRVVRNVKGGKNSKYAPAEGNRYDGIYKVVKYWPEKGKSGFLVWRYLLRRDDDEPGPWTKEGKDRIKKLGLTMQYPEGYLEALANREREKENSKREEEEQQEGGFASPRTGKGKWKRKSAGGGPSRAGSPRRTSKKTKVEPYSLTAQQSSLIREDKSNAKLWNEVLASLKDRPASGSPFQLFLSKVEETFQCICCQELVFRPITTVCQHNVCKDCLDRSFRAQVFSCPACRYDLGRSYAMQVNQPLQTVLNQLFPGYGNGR
MBD2 DNA inh: MBD2-methylated oligo binding inhibition. Q9UBB5. inhibition, % at 4.4 µM. AID 686964. hit rate 0.31% among 370,000. TR-FRET, MBD2 binding to methylated oligonucleotide; in the data active = inhibition above about 13%
rCAG RNA binder: r(CAG) repeat RNA binding; inhibition, % at 3 µM; hit rate 1.3% among 370,000; TO-PRO-1 dye displacement fluorescence; AID 651821;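 active = inhibition above the plate cutoff, the mean of all test compounds on that plate plus 3 SD, cut at about 35% in these data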;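 note: 0% = DMSO alone and 100% = 100 µM mitoxantrone as full dye displacement; higher means more dye released from RNA so lower well fluorescence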
PRMT1 FP inh: inhibitors of human PRMT1; Q99873; hit rate 1.3% among 370,000; recombinant PRMT1, activity-based probe fluorescence polarization; inhibition, % at 2.79 µM; AID 652257;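 active = inhibition above about 21% made by adding two undisclosed values, limit read from the data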
ABHD4 inh: ABHD4 (mouse) inhibition, primary FP screen; purified mABHD4, FP-Rh probe fluorescence polarization; hit rate 0.54% among 370,000; Q8VD66; AID 720543; inhibition, % at 8.92 µM;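 active = inhibition exceeding the mean over every tested compound plus 3 SD, cut at about 30% in these data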;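 note: 0% = plate median of compound wells and 100% = S159A mutant with DMSO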
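Assay system: mouse ABHD4 enzyme, wild type / Also added: fluorescent activity-based probe FP-Rh / Doses: single nominal dose of 8.92 µM, 0.89% DMSO final / Timing: 45 min compound pre-incubation plus 60 min probe step, 25 °C / Signal: FP readout, ex 525 nm / em 598 nm / Control set: S159A mutant/DMSO as 100%, compound-well median as 0%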
HTRA1 inh: blocks human HTRA1 serine peptidase; Q92743; recombinant HTRA1, FP-rhodamine activity-based probe, fluorescence polarization; inhibition, % at 5.96 µM; hit rate 0.5% among 340,000; AID 504803; in the data active = inhibition above about 36%;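 note: 0% = enzyme with DMSO and 100% = wells lacking enzyme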
TCR-CD3 inh: human TCR-CD3 binding inhibition; AID 651800; hit rate 0.37% among 360,000; inhibition, % at 9.4 µM; TAMRA-labeled TCR probe fluorescence, biochemical; in the data active = inhibition above about 19%;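 note: recombinant mutant TCR 2C K166C tagged with TAMRA read by polarization; 0% = receptor in buffer alone and 100% = receptor with positive control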
An asterisk follows results filed as active; nt = no result given. This is a subset (hit frequency here may not be typical).

Fields – HTRA1 inh, UHRF1 binding, LEDGF integ inh, MBD2 DNA inh, Rev-erbA mod, PRMT1 FP inh, PG9 Ab binder, TCR-CD3 inh, ABHD4 inh, rCAG RNA binder
1	CC(=O)C1=C(O)C(=O)N(Cc2ccccc2)C1c1cccc([N+](=O)[O-])c1 (stereo unspecified)
→ 9, 3, 3, 1, 0, 0, -0.4, -8, 0, -2
2	O=c1c(N2CCCCC2)coc2ccccc12
→ -5, 5, -1, 8, 2, -2, -0.8, -2, 6, -1
3	CN(Cc1ccccc1)C(=O)OCc1cn(Cc2c(F)cccc2F)nn1
→ nt, -1, -3, -3, 6, 0, nt, nt, 0, 1
4	COc1ccc2oc(C(=O)OCC(=O)c3ccc4c(c3)OCCO4)c(C)c2c1
→ 1, 0, 1, 1, 1, -1, 0.3, 2, 4, 3
5	Cc1ccc(Cn2c(C(CO)Nc3nc(-c4ccc(Cl)c([N+](=O)[O-])c4)cs3)nc3ccccc32)cc1 (stereo unspecified)
→ -81, 5, -3, 5, 0, 5, -0.8, -3, -6, 25
6	O=C(CCc1ccccc1)Nc1cc(Cl)ccc1O
→ -7, 1, -1, -6, -2, 1, 0.3, 7, -12, 5
7	O=C(NCCc1ccccn1)c1cc(-c2cccc3ccccc23)nc2ccccc12
→ -22, 6, 1, 0, 5, 0, -1.4, 5, -6, -1
8	CC1CCCCN1C(=O)CSc1nc(C2CC2)nc2ccccc12 (stereo unspecified)
→ -6, 2, -1, 4, 9, 3, 1.9, -2, 5, -1
9	CC1CCCN(C(=O)CCNC(=O)c2ccccc2Cl)C1 (stereo unspecified)
→ 3, 1, -2, -3, 2, 5, 0.0, -10, 4, -5
10	COc1ccc(CCNC(=O)c2ccc(OCc3c(C)noc3C)cc2)cc1OC
→ -3, 1, -4, 5, -7, -1, 0.5, -3, 0, -4
11	C=CCn1c(SCc2cccc(OC)c2)nnc1-c1ccncc1
→ -10, 3, 1, -1, -1, -2, 0.7, -7, -4, -4
12	CC(O)[C@H]1CNC(=O)C(=O)N1CCc1cc(C(F)(F)F)cc(C(F)(F)F)c1 (stereo partly specified)
→ 2, 0, -2, -2, -3, 0, 0.1, 8, 5, -2
13	O=C(Nc1ccccc1C(=O)Nc1ccc2c(c1)OCO2)c1ccco1
→ -21, -3, -4, 1, -3, -2, -0.4, 8, -2, 1
14	CC(C)NC(=O)COC(=O)c1ccccc1C(=O)c1ccccc1
→ -12, 2, -1, 0, -1, 2, 0.1, 1, 7, -2
15	O=C(COc1ccccc1[N+](=O)[O-])N/N=C/c1ccc[nH]1
→ 0, -2, -1, 1, 2, -2, -1.1, -2, -5, 0
16	COc1cc(CNc2ccc(O)cc2)cc(Br)c1OCc1ccccc1
→ 57*, 5, 10, -8, 5, 9, 0.1, 22*, 52*, 6
17	Cc1cccc(S(=O)(=O)c2c(N)n(/N=C/c3cccnc3)c3nc4ccccc4nc23)c1
→ -5, 2, -1, -1, 3, -1, 0.5, 0, -3, 4
18	COc1ccc(CNC(=O)C/C(C)=N/NC(=O)Cc2ccc(OC)c(OC)c2)cc1
→ -1, 9, 6, 0, -4, -3, -2.8, -12, 2, 1
19	CC1(C)CC(Cc2ccc(Cl)nc2)N(C(=O)OC(C)(C)C)C1 (stereo unspecified)
→ -4, -1, 4, -3, -5, -7, -1.4, -1, -3, -1
20	CC(=O)NC(Cc1cccc(F)c1)C(=O)NC1CCN(C(=O)c2ccc(C)cc2)CC1 (stereo unspecified)
→ 3, -2, 0, 3, 2, -6, 1.7, 5, -6, -9
21	O=C1C(SCCO)=C(SCCO)C(=O)c2ccccc21
→ 22, -9, 29*, -9, -17, 98*, -4.3, -7, 25, 5
22	C=CCN1[C@H](Cc2ccccc2)COc2cccc(N3CCCC3)c2S1(=O)=O
→ nt, 2, 0, 0, 8, -2, nt, nt, -3, 6
23	O=C(CCNS(=O)(=O)c1ccccc1C(F)(F)F)NCc1ccc2c(c1)OCO2
→ 5, -1, 2, -1, -3, -1, -2.7, 0, -3, 1
24	COc1cc(/C=C/C(=O)O)cc(S(=O)(=O)Nc2ccccc2Cl)c1OC
→ 6, 3, 0, 2, 3, 2, -1.4, 2, -2, 6
25	O=C(NCCC1CCCCN1S(=O)(=O)c1ccc(F)cc1)C(=O)NCC1CCCO1 (stereo unspecified)
→ 7, 2, -2, -5, -4, 6, -0.6, -6, 2, -7
26	CCOC(=O)N1CCC(NC(=O)C(NS(=O)(=O)c2cccc3nsnc23)c2ccccc2)CC1 (stereo unspecified)
→ 0, -3, 2, -6, -3, -7, -0.6, 0, 0, -4
27	O=C(c1cccc(S(=O)(=O)NCc2ccccc2)c1)N1CCCC1
→ 0, -3, 0, -3, 7, -1, 1.1, 7, -3, 3
28	CCOC(=O)N1CCN(C(=O)Cn2nc(C)n3nc(-c4ccc(OC)cc4)cc3c2=O)CC1
→ 4, 1, -4, -2, -3, -3, 0.2, -9, -8, -1
29	CC1(C)c2ccccc2N2CC(=O)N(CC(N)=O)C21C (stereo unspecified)
→ -221, -6, -1, -12, 0, 56*, 0.1, -45, -184, -52
30	CCOC(=O)Cn1c2ccc(C)cc2c2nc(C)sc21
→ 0, -8, -2, -8, -4, -1, -0.7, 0, 3, -5
31	COc1cc(OC)c2c(-c3cccc(-c4cccc(N)c4)c3)cc(=O)oc2c1
→ -29, 10, 0, 3, -9, -3, 1.4, 1, 1, 13
32	CCCc1cc(=O)oc2cc(C)cc(OCC(=O)NCc3cccnc3)c12
→ -6, -1, 3, -1, 1, 1, -2.1, 2, 0, -5
33	CC(C)N1CCN(S(=O)(=O)c2ccccc2)c2ccccc21
→ -7, 0, -3, 1, 2, 0, 0.7, -6, 0, -1
34	CN1CCN(c2ccc(-c3ccc4ccccc4n3)cc2)CC1
→ 6, -2, 3, -10, -1, -6, 1.2, 0, -7, -8
35	COc1ccc(/C=N/NC2=NCCCCC2)c(OC)c1
→ -2, -1, 2, 4, -2, -2, -0.6, 8, 4, -3
36	CNS(=O)(=O)c1cccc(C(=O)NCC2CCCCC2)c1
→ 3, 4, 5, 7, 0, 1, -1.4, 1, -15, 1
37	O=C(O)/C=C/c1cn(Cc2ccccc2)nc1-c1cccs1
→ 4, 2, -2, 0, -1, 4, 0.6, 1, 4, 4
38	CCn1ncc(Br)c1C(=O)Nc1ccccc1C(F)(F)F
→ 3, 0, 4, 0, -7, 0, -0.1, 7, -3, -4
39	CC1=Nc2ccccc2N=C(NC(=O)c2ccccc2)C1c1ccccc1 (stereo unspecified)
→ -13, -2, 0, -5, -7, -2, -3.0, 10, 1, -3
40	Cc1ccc(OCC(=O)N(Cc2cccc(F)c2)C2CCS(=O)(=O)C2)cc1 (stereo unspecified)
→ -6, -2, 2, -7, 0, -1, -0.2, 6, -6, -7
41	Cc1ccc(C(=O)OC(C)C(=O)Nc2ccc(Cl)cn2)s1 (stereo unspecified)
→ -1, 0, -2, -2, 2, 3, 2.4, -5, -10, 0
42	Nc1ccc2c(c1)N=[N+]([O-])c1cc(N)ccc1C2
→ 5, -1, -1, -5, 6, -1, -3.1, 2, 0, 1
43	c1coc(-c2nc3c4c5c(sc4ncn3n2)CCCC5)c1
→ 7, -2, -2, -1, 2, -4, 0.5, 3, 6, 1
44	O=C(Nc1ccc(F)cc1)OCc1cn(Cc2cccc(Cl)c2)nn1
→ nt, 4, 1, -5, -6, 2, nt, nt, -4, 0
45	O=C(Oc1ccc2c(c1)OCC2=O)c1ccc(Cl)cc1
→ 12, 16, 0, 10, 2, 5, -0.2, 1, -5, 7
46	CCOP(=O)(OCC)c1nc(-c2cccc([N+](=O)[O-])c2)oc1N1CCCCC1
→ 6, -2, 0, -3, -3, -1, -0.2, 0, 0, -9
47	COc1ccc(OCCOC(=O)c2ccc(F)c(S(=O)(=O)N3CCOCC3)c2)cc1
→ -1, -2, 2, -2, -2, 1, -1.8, 1, 2, 0
48	COc1ccc(NS(=O)(=O)c2ccc(NC(=O)c3ccccn3)cc2)cc1
→ -10, -1, -1, 2, -1, 1, 1.3, 0, -3, 2
49	Cc1ccc(CNC(=O)COc2ccc(S(=O)(=O)N3CCCC3)cc2)cc1
→ 5, 4, -1, 2, 2, 6, 0.3, -5, -1, 1
50	CC(NC(=O)Cc1cccc(C(F)(F)F)c1)c1ccc(F)cc1 (stereo unspecified)
→ -2, -2, -1, 4, -3, -1, -0.5, 5, 3, -2

In the list so far, 10 contain fluorine.
Fields – HTRA1 inh, UHRF1 binding, LEDGF integ inh, MBD2 DNA inh, Rev-erbA mod, PRMT1 FP inh, PG9 Ab binder, TCR-CD3 inh, ABHD4 inh, rCAG RNA binder
3	CN(Cc1ccccc1)C(=O)OCc1cn(Cc2c(F)cccc2F)nn1
→ nt, -1, -3, -3, 6, 0, nt, nt, 0, 1
12	CC(O)[C@H]1CNC(=O)C(=O)N1CCc1cc(C(F)(F)F)cc(C(F)(F)F)c1 (stereo partly specified)
→ 2, 0, -2, -2, -3, 0, 0.1, 8, 5, -2
20	CC(=O)NC(Cc1cccc(F)c1)C(=O)NC1CCN(C(=O)c2ccc(C)cc2)CC1 (stereo unspecified)
→ 3, -2, 0, 3, 2, -6, 1.7, 5, -6, -9
23	O=C(CCNS(=O)(=O)c1ccccc1C(F)(F)F)NCc1ccc2c(c1)OCO2
→ 5, -1, 2, -1, -3, -1, -2.7, 0, -3, 1
25	O=C(NCCC1CCCCN1S(=O)(=O)c1ccc(F)cc1)C(=O)NCC1CCCO1 (stereo unspecified)
→ 7, 2, -2, -5, -4, 6, -0.6, -6, 2, -7
38	CCn1ncc(Br)c1C(=O)Nc1ccccc1C(F)(F)F
→ 3, 0, 4, 0, -7, 0, -0.1, 7, -3, -4
40	Cc1ccc(OCC(=O)N(Cc2cccc(F)c2)C2CCS(=O)(=O)C2)cc1 (stereo unspecified)
→ -6, -2, 2, -7, 0, -1, -0.2, 6, -6, -7
44	O=C(Nc1ccc(F)cc1)OCc1cn(Cc2cccc(Cl)c2)nn1
→ nt, 4, 1, -5, -6, 2, nt, nt, -4, 0
47	COc1ccc(OCCOC(=O)c2ccc(F)c(S(=O)(=O)N3CCOCC3)c2)cc1
→ -1, -2, 2, -2, -2, 1, -1.8, 1, 2, 0
50	CC(NC(=O)Cc1cccc(C(F)(F)F)c1)c1ccc(F)cc1 (stereo unspecified)
→ -2, -2, -1, 4, -3, -1, -0.5, 5, 3, -2
